Ec RNAP inh = inhibitors of Escherichia coli RNA polymerase. P0A8V2. E. coli RNA polymerase, fluorescence transcription assay. inhibition, %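 (tested at 10 µM)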. 62,000 tested, 0.2% active. AID 559; in the data active = inhibition above about 20%;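 note: 0% = enzyme without compound and 100% = no enzyme blank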
Target sequence (P0A8V2 whole entry, looked up): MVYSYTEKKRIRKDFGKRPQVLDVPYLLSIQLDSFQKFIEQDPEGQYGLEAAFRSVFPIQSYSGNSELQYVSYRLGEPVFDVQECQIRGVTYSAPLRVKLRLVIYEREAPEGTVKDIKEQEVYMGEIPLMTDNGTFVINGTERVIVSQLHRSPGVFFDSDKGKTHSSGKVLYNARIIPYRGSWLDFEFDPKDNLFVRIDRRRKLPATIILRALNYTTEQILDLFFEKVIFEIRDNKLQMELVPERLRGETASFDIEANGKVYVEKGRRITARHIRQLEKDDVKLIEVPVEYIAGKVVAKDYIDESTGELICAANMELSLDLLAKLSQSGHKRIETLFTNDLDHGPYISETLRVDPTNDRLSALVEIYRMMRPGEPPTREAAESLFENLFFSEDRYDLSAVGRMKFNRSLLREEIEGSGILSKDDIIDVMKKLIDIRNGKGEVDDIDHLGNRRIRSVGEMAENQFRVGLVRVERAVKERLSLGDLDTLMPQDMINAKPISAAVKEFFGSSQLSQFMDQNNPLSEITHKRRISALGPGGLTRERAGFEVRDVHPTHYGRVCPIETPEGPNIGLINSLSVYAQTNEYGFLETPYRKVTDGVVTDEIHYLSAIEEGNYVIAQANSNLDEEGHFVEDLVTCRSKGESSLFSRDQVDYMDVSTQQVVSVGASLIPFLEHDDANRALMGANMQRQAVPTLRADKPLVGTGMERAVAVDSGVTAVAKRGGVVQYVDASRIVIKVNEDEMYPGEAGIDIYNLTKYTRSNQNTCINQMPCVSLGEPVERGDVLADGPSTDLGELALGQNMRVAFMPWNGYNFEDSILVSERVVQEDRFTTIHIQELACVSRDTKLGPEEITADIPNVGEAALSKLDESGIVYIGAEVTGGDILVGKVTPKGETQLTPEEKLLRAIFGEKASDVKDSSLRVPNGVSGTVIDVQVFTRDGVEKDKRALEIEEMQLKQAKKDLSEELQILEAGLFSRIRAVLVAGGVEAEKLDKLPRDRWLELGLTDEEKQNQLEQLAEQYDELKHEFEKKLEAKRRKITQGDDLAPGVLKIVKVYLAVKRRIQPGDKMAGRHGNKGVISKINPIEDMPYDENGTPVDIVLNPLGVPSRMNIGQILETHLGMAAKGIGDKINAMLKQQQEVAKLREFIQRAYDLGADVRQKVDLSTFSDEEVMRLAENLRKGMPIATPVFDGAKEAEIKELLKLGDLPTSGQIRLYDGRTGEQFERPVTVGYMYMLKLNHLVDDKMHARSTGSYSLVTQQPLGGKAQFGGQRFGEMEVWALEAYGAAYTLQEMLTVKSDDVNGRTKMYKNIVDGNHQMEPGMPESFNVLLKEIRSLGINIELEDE
HEK293 NFkB inh = lowers PMA/ionomycin-induced NF-kB signal in HEK293 cells. HEK-293 NF-kB luciferase reporter, luminescence. inhibition, % at 3 µM. 62,000 tested, 0.21% active. AID 465;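 active = inhibition above the mean of all tested compounds plus 3 SD, cut at about 40% in these data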;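 note: 0% = stimulated DMSO wells and 100% = 10 µM reference inhibitor 5653914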
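Reagent: PMA plus ionomycin mix as NF-kB-activating stimulus. Assay system: NF-kB luciferase reporter HEK-293 cells. Technique: luminescence from luciferase substrate reagent. Incubation: 1 h compound pre-incubation, 16 h PMA/ionomycin at 37 °C. Benchmarks: DMSO only as uninhibited control, 10 µM reference inhibitor as full inhibition. Repeats: tested once.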
D1 allo mod = allosterically modulates the human D1 dopamine receptor. HEK293 D1, CRE-luciferase, dopamine EC30 potentiation; actives deviate in either direction. 58,000 tested, 5.9% active. AID 641. B-score at 10 µM;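 active = luminescence count or its row- and column-corrected plate score outside the 99.7% band of the plate's sample wells, on either side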
TNAP act DEA = activators of human TNAP at intermediate phosphate acceptor | activation factor at 20 µM | 64,000 tested, under 10 active | purified TNAP, CDP-star luminescence, 100 mM DEA, 30 min; active compounds read high; scale: 0 levamisole-inhibited, 1 vehicle-only enzyme;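 active = activation factor of at least 2 at 20 µM, relative to controls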
S1P1 ag pot = activates or potentiates agonism at human S1P1 receptor | activation, % at 9.5 µM | S1P1 CRE-bla cells, forskolin, beta-lactamase FRET, potentiator mode; S1P1 agonist co-added at EC20, 2 nM; 100% = saturating reference agonist, 0% = basal | 56,000 tested, 0.57% active | P21453;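 active = activation above a cutoff set at the mean activation of all tested compounds plus 3 SD, cut at about 54% in these data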;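 note: forskolin at 4 µM as EC80 and the EC20 agonist is SEW2871; 100% = SEW2871 at its EC100 plus forskolin at EC80; some compounds past the cut are filed as inactive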
M1 ag = agonists of M1 muscarinic receptor | CHO-M1 cells, Fluo-4 calcium fluorescence, agonist mode; active compounds read high | B-score at 10 µM | 64,000 tested, 3% active | AID 626;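 active = fluorescence rise, raw or as B-score row- and column-corrected plate score, outside the 99.7% band of its plate's samples, either direction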
Jurkat tox 60K = cytotoxic compounds reducing Jurkat cell viability. AID 463. Jurkat E6.1 viability, ATP luminescence, 48 h. inhibition, % at 4 µM. 56,000 tested, 1.2% active;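 active = inhibition above the mean inhibition of all tested compounds plus 3 SD, cut at about 28% in these data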
S1P3 agonist = agonists of human S1P3 receptor. Q99500. S1P3 NFAT-BLA reporter cells, agonism, FRET ratio; relative to 1 µM S1P, basal subtracted. activation, % at 4.5 µM. 60,000 tested, 0.1% active;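 active = activation above the screen-wide mean plus 3 SD, cut at about 4.5% in these data, passing the limit was not always enough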; note: some compounds called inactive have numbers as strong as hits
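Measure – % activation relative to 1 µM S1P (100%), per plate · System – stable CHO line with human S1P3, Gα16, NFAT-BLA reporter · Timing – cells plated overnight, compound 4 h 37 °C, substrate 2 h RT · Technique – fluorescent BLA substrate, ex 405 nm, em 460/535 nm ratio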
M1 antag = antagonists of rat M1 muscarinic receptor; B-score at 10 µM; P08482; 64,000 tested, 3.4% active; CHO-M1 cells, Fluo-4 calcium, ACh EC80 antagonist mode; active compounds read low;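 active = calcium fluorescence response, raw or row-and-column corrected B-score, differing from the plate sample mean either way at a set confidence level, mostly lower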
Starred values were filed as active, the others as inactive; . = not tested or not shown.

Every second line gives: Ec RNAP inh	S1P3 agonist	M1 ag	M1 antag	TNAP act DEA	D1 allo mod	S1P1 ag pot	HEK293 NFkB inh	Jurkat tox 60K
- CCC/C(O)=C1\C(=O)CC(C)(C)CC1=Nc1ccccc1OC
 : 8	-0.4	2.7	-1.9*	0.8	0.24	.	15	-6
- CCc1cccc2c(C#N)cn(CC(=O)NCc3ccco3)c12
 : -3	-1.3	-0.0084	0.21	1	-0.29	6	-1	-4
- Cc1ccc(C)c(N2C(=O)CC(N3CCN(Cc4ccc5c(c4)OCO5)CC3)C2=O)c1 (configuration not stated)
 : 7	-1.1	-0.59	-2.9*	0.9	-0.7	-20	5	4
- CC(=O)NC12CC3CC(C1)CC(C(=O)OCC(=O)Nc1ncc(Cl)cc1Cl)(C3)C2
 : 4	0.0	-0.97	-0.0097	0.9	0.028	-8	12	5
- CCCC(=O)C1=C(O)C(C(=O)OC)C(C)(C)CC1=Nc1ccccc1 (configuration not stated)
 : 4	.	0.41	0.35	0.8	1.8	.	.	.
- CCP(=O)(c1ccccc1)C(C)(C)O (configuration not stated)
 : -6	-0.8	-0.15	0.21	1	0.016	-28	1	7
- O=C(Cc1cn2ccsc2n1)Nc1cccc2cnccc12
 : 2	-1.2	1.4	-0.45	0.9	-0.19	14	15	-4
- COc1cc(NC(=O)c2csc3c2CCCC3)ncn1
 : 4	-0.2	0.31	1.2	0.9	1.3	-7	-41	1
- CC1(C)CC(=O)C2=C(C1)NC(SCC(=O)Nc1ccccc1)=C(C#N)C2c1ccco1 (configuration not stated)
 : 4	-0.9	0.25	0.67	0.9	-0.44	14	-4	-3
- O=C(CSc1nc2ccccc2c(=O)n1Cc1ccco1)N1CCN(c2ccccc2)CC1
 : 8	.	-0.24	-0.0066	0.9	.	.	8	.
- COCCNC(=O)C1CCCN(c2nn3c(=O)cc(C)nc3s2)C1 (configuration not stated)
 : 0	-0.4	-0.14	0.95	1	-0.27	0	14	-5
- Cc1cc(C)nc(SCc2nc3ccccc3n2C)n1
 : 3	-0.7	-0.26	0.0054	1	0.15	-2	3	7
- COc1ccccc1N1CCN(C(=O)COc2ccc(C)cc2Br)CC1
 : 5	0.0	-0.12	0.051	1	-0.0052	-28	13	6
- COC(=O)c1ccccc1NC(=O)CNc1cc(Cl)ccc1N1CCOCC1
 : 5	0.0	-0.51	0.031	0.9	-0.17	-2	18	-7
- C=CCN(C(=O)CNC(=O)c1ccco1)C(C(=O)NC1CCCCC1)c1ccccc1F (configuration not stated)
 : 6	-0.9	-0.69	-0.27	0.8	0.0057	-12	13	-4
- COc1ccc(Nc2nc(Nc3ccc(OC)cc3)nc(-n3[nH]c(=O)c(C)c3C)n2)cc1
 : 9	17*	-0.41	-2.8	0.9	-0.61	-103	.	.
- Cc1cc(NC(=O)Cc2cn3ccsc3n2)n(-c2ccccc2)n1
 : 4	0.3	-0.38	0.69	0.9	-0.7	2	14	0
- O=c1c2[nH]c3ccc(Br)cc3c2ncn1CCCn1ccnc1
 : 12	-0.7	0.029	0.57	0.9	1.8	-47	5	4
- N#CC(C(=O)O)=C1CCCC1
 : -3	-1.0	-0.39	0.018	0.9	1.2	-15	11	10
- CCC1(C)Cc2c(sc3c2c(=O)n(C)c2nnc(SCC(=O)c4ccc(Cl)cc4)n32)CO1 (configuration not stated)
 : -16	-2.1	-0.19	-0.16	0.9	.	-6	.	.
- CCOc1ccc(C(=O)Nc2ccc(N3CCCC3)cc2)cc1
 : 4	.	-0.19	-0.31	0.9	-0.06	.	6	.
- Cc1cc(C(=O)N2CCN(c3ncccn3)CC2)c2cc(F)ccc2n1
 : .	-0.6	-0.84	-0.089	0.8	.	4	-6	0
- CC(=O)N1CCN(C(=O)CCc2nc3sc4c(c3c(=O)[nH]2)CCCC4)CC1
 : -2	-1.0	-0.16	-0.014	0.9	-0.087	6	11	10
- CC1CCCCN1C(=O)CSc1nc(-c2ccccc2)cc(=O)[nH]1 (configuration not stated)
 : 5	-0.6	1.1	0.055	0.9	-0.04	-4	1	-1
- CCOC(=O)N1CCN(C(=O)c2ccc3c(c2)NC(=O)C(N2CCOCC2)S3)CC1 (configuration not stated)
 : 4	0.7	0.44	-0.023	1	-0.26	0	18	-5
- COc1ccc(N(Cc2cc3ccc(C)cc3[nH]c2=O)C(C)=O)cc1
 : 8	-0.2	-1.6	0.39	0.9	0.53	-4	4	-4
- CCCOc1ccccc1C1NC(=O)NC(C)=C1C(=O)OCCOC(C)C (configuration not stated)
 : 11	-0.3	-0.0031	0.19	0.9	-1.3	4	14	-8
- CN(Cc1ccccc1)Cc1ccccc1F
 : 14	0.6	-0.059	-0.099	0.9	-1.9	-16	5	-9
- COc1ccccc1NC(=O)CSc1ccc2nnc(-c3ccccn3)n2n1
 : 2	0.3	-0.43	-0.54	0.9	1.2	4	-4	-2
- Cn1c(=O)c2c(ncn2CCCc2ccccc2)n(C)c1=O
 : 3	-0.5	-0.61	-1	1	0.22	0	25	13
- O=C(CCn1c(=O)oc2ccccc21)Nc1cccc(Cl)c1
 : 5	-0.6	-1.3	-0.08	0.8	14*	-10	-13	-4
- COc1ccc2oc(C(=O)OCC(=O)c3ccc4c(c3)OCCO4)c(C)c2c1
 : 6	-1.1	-0.03	0.12	1	-0.58	6	14	-4
- CCCn1c(NCc2cccs2)nc2ccccc21
 : .	-1.7	0.32	0.18	1	-0.47	5	-1	1
- Cc1cccc(NS(=O)(=O)c2cc(C(=O)OCC(=O)Nc3cc(C)on3)ccc2C)c1
 : 7	.	0.11	0.36	0.9	-0.29	.	10	.
- COc1ccc(-n2c(C)c(C(C)=O)c(C(C)=O)c2C)cc1OC
 : 7	-2.0	0.68	0.54	1	0.45	-10	9	-4
- CCn1c(SCc2nc3ccccc3[nH]2)nnc1-c1ccccc1OC
 : 4	-0.6	-0.039	0.011	1.3	0.033	-4	12	8
- O=C(Nc1cccc(F)c1)N1CC=C(n2c(=O)[nH]c3ccccc32)CC1
 : 12	-0.9	-0.18	-0.89	0.9	-1.3	22	12	4
- O=C(O)CC1SC(=Nc2cccc(C(F)(F)F)c2)NC1=O (configuration not stated)
 : 6	-1.9	-0.26	0.51	0.7	0.32	-16	.	.
- Fc1ccc(Cn2nnnc2CN2CCN(C3CCCC3)CC2)cc1
 : 9	0.2	-0.87	0.17	0.9	-1.8	-16	4	-3
- O=C(COc1cc(Cl)c(Cl)cc1Cl)Nn1cnnc1
 : 4	-0.4	-1.1	-0.55	1	-1.2	.	14	-1
- COc1ccc(C2C(C(=O)N3CCOCC3)CCC(=O)N2c2cc(OC)c(OC)c(OC)c2)cc1 (configuration not stated)
 : 7	.	1.4	1.3	0.9	.	.	20	.
- Cc1nc(N2CCN(c3ccccc3)CC2)nc2c1C(=O)CCC2
 : 10	-1.3	2.1	-1.4	1	-0.3	45	16	2
- CCC(c1nnnn1C1CCCC1)N1CCN(c2ccccc2F)CC1 (configuration not stated)
 : 2	-0.4	-0.4	0.27	0.9	-0.51	-3	11	4
- CCc1ccc(-c2cn3nc(C)c(C)nc3n2)cc1
 : -27	0.4	7.3*	1.3	1.1	.	-14	.	.
- Cc1ccc(NC(=O)CSC2=C(C#N)C(c3ccc4c(c3)OCO4)CC(=O)N2)cc1C (configuration not stated)
 : 9	-2.5	0.3	0.17	0.9	-3.3	16	.	.
- COc1ccc(C2=[N+]([O-])C(C)(C)N(O)C2(C)C)cc1
 : 8	.	1.2	0.58	1	-0.25	.	13	.
- CC1(C)Cc2nc3sc4c(N(CCO)CCO)ncnc4c3cc2CO1
 : -14	-2.7	2.8*	0.006	0.8	.	-5	.	.
- CCOC(=O)c1cccc(NC(=O)CCS(=O)(=O)c2cccc3nsnc23)c1
 : 1	.	0.73	0.49	0.9	2.2	.	13	.
- Cc1cccc(N2CCN(C(=O)n3ccnc3)CC2)c1C
 : 5	-0.5	-0.63	-0.14	1	0.73	9	14	6
- Cc1cccn2c(=O)c3cc(C(=O)N4CCN(C(=O)c5ccco5)CC4)n(C)c3nc12
 : -5	-0.5	0.27	0.25	1.1	0.18	-38	7	-3
- Cc1cc(NC(=O)CSc2nc3sc4c(c3c(=O)n2C)CCCC4)no1
 : 2	-0.7	-0.23	-0.4	1	0.41	-3	12	-7
- COc1ccc(-n2nc(C(=O)N3CCN(c4ccc(F)cc4)CC3)c3ccccc3c2=O)c(OC)c1
 : 0	-0.3	0.48	-0.0054	0.9	-1.1	-24	12	7
- O=C(NCCO)c1ccc2[nH]c3c(c2c1)CCCC3
 : 10	-0.2	0.6	-0.3	0.9	0.8	-24	-18	-10
- CCCCN1CCc2c([nH]c3c(C)cccc23)C1=O
 : 4	-0.2	-0.074	0.52	0.9	0.0016	5	-9	-3
- CCNC(=O)CC1SC(=Nc2ccccc2C)N(C)C1=O (configuration not stated)
 : -6	-0.7	0.67	0.6	0.9	-0.83	3	4	-4
- O=C(c1ccc(CS(=O)(=O)c2cccc(C(F)(F)F)c2)o1)N1CCN(c2ccccn2)CC1
 : 4	-1.1	0.78	-0.51	0.8	-0.0051	7	13	8
- COc1ccc(-c2nc(-c3ccc(NC(=O)c4ccc(Br)o4)cc3)no2)cc1OC
 : -3	-0.5	-0.03	0.55	0.9	0.22	32	-11	-4
- CCOC(=O)c1ccc(NCc2ccc3c(c2)OCO3)cc1
 : 11	-1.5	0.68	0.13	0.9	-0.45	15	6	4
- Cc1ccc(N)cc1-n1c(C)ccc1C
 : 6	-0.1	-0.031	0.41	0.9	-0.49	-6	2	-6
- COc1cccc(N(CC(=O)NC(C)(C)C)C(=O)C2CSC(=O)C2)c1 (configuration not stated)
 : 2	.	-0.88	0.13	0.9	0.77	.	9	.

(list continues)
Every second line gives: Ec RNAP inh	S1P3 agonist	M1 ag	M1 antag	TNAP act DEA	D1 allo mod	S1P1 ag pot	HEK293 NFkB inh	Jurkat tox 60K
- O=C(CCCNS(=O)(=O)c1cccc2nsnc12)NCc1ccc(F)cc1
 : 28*	-0.9	-1.8	-0.49	1	0.069	-13	7	6
- Cn1c(CSc2ncccn2)nnc1SCC(=O)N1CCCCC1
 : 4	-0.1	0.12	0.91	0.9	-0.007	8	2	-4
- C=CCn1c(COc2cccc3ccc(C)nc23)nnc1SCC(=O)O
 : 0	-0.9	0.71	0.12	1	-0.74	-9	-5	-3
- O=C(O)c1ccc(Cl)c2c1C1C=CCC1C(c1ccccn1)N2 (configuration not stated)
 : 1	1.3	4.1	0.86	0.9	.	-19	5	0
- N#Cc1nc(Cc2ccccc2)oc1N1CCN(c2ccccc2)CC1
 : 3	0.0	1.2	0.32	1	2	10	16	-4
- Cc1cc2nc(C)c(Cc3ccccc3)c(=O)n2[nH]1
 : -10	-1.8	-0.12	0.77	0.9	-0.3	-5	7	2
- C=CCn1c(N)c(C(=O)NCCC2=CCCCC2)sc1=S
 : 1	.	-0.31	0.041	0.9	0.8	.	6	.
- CCCCCOC(=O)Cn1c(N2CCCCCC2)nc2c1c(=O)[nH]c(=O)n2C
 : .	1.7	0.14	-0.31	0.8	0.45	-14	-2	-1
- Fc1ccc(OCc2nc(-c3ccc(Br)o3)no2)c(F)c1
 : 6	-0.4	-1.1	-0.46	0.8	.	18	-9	-2

With a hit mark in Ec RNAP inh, among the entries above:
| mol | Ec RNAP inh | S1P3 agonist | M1 ag | M1 antag | TNAP act DEA | D1 allo mod | S1P1 ag pot | HEK293 NFkB inh |
| --- | --- | --- | --- | --- | --- | --- | --- | --- |
| O=C(CCCNS(=O)(=O)c1cccc2nsnc12)NCc1ccc(F)cc1 | 28* | -0.9 | -1.8 | -0.49 | 1 | 0.069 | -13 | 7 |

Assay outcomes deposited in PubChem BioAssay by several laboratories.
